Screening results: PubChem, several laboratories
Peg3 prom inh = Peg3 promoter-driven luciferase inhibitors, primary screen, cell-based, HeLa, luciferase luminescence | HeLa PEG-Prom luciferase reporter, overnight | inhibition, % at 20 µM | actives 1.7% (n = 360,000);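 active = inhibition of at least 50% at 20 µM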
iPSC survival up = enhancers of single-cell hiPSC survival, primary screen, ATPlite luminescence | survival enhancement, % at 20 µM | 100% = ROCK inhibitor wells, 0% = DMSO | actives 0.044% (n = 360,000) | AID 602274, 2012; in the data active = survival enhancement above about 18%;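 note: cells exposed to compounds for 16 hours before the ATP read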
KKLEB tox = cytotoxicity in KKLEB CF airway cells, primary screen, cytotoxicity control for CF NF-kB inhibitor project, cell-based, uHTS, fluorescence assay plates. KKLEB CF airway cells viability, ATPlite luminescence, overnight; hits give low values; cells stimulated with P. aeruginosa culture filtrate. activity change (cytotoxicity), % at 5 µM. actives 0.36% (n = 360,000). AID 602141, 2011;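 active = corrected activity change at or below -50% at 5 µM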
CF NFkB block = inhibitors of PAF-induced NF-kB signaling, primary screen, cell-based, GFP fluorescence, uHTS; KKLEB NF-kB-GFP reporter, GFP fluorescence overnight; inhibition, % at 5 µM; actives 0.86% (n = 360,000); AID 588850, 2011;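 active = at least 50% inhibition at 5 µM, scaled per plate between neutral and stimulator controls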;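 note: PAF is a Pseudomonas aeruginosa culture filtrate used as stimulus; plate controls were PAF-stimulated DMSO wells for no effect and unstimulated DMSO wells for full effect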
NR2E3 ag-1 = NR2E3 agonists in two-hybrid cells, primary screen, cell-based, luminescence, CHO-S, Gal4-NCOR/VP16-NR2E3; inhibition of corepressor binding, % at 3.98 µM; Photoreceptor-specific nuclear receptor (Homo sapiens), Q9Y5X4; AID 602229, 2012; luciferase; actives 0.35% (n = 360,000);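 active = inhibition above the mean of all tested compounds plus 3 SD, cut at about 70% in these data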;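 note: 0% = DMSO with NR2E3 transfected cells and 100% = cells lacking NR2E3 construct; higher means lower luciferase signal from less NR2E3 corepressor binding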
Target sequence (Q9Y5X4 whole entry, looked up, the tested form may be a part): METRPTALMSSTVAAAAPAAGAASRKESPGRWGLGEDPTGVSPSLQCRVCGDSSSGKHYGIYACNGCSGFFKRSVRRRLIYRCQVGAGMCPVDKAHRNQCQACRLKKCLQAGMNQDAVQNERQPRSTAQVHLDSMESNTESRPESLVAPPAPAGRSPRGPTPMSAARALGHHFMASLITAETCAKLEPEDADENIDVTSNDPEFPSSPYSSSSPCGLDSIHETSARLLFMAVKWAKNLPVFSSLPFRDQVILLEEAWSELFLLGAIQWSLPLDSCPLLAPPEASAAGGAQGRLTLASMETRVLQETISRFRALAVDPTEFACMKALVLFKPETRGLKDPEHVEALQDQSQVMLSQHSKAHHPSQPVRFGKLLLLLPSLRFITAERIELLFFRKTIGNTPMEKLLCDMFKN
NR2E3 ag-2 = inhibitors of NR2E3-RetCOR corepressor binding, primary screen, NR2E3 agonist project, biochemical, TR-FRET, GST-NR2E3, biotin-RetCOR | Photoreceptor-specific nuclear receptor (Homo sapiens), Q9Y5X4 | 1536-well | inhibition of corepressor binding, % at 4.78 µM | actives 0.12% (n = 320,000) | AID 2300, 2010;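 active = percent inhibition above the cutoff of mean plus 3 SD of all tested compounds, set per screening campaign, cut at about 20% in these data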;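 note: 0% = DMSO wells and 100% = biotin wells as full block of FRET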
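Material: NR2E3–RetCOR corepressor complex / Amount: 1.35 nM GST-NR2E3 / Medium: Tris pH 7.5 / Compound: single nominal compound dose of 4.8 µM / Incubation: 5 h at 4 °C / Technique: TR-FRET, Eu(K)-anti-GST donor, streptavidin-D2 acceptor, ex 340, em 617/671 nm / Read-out basis: percent loss of FRET ratio relative to control wells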
C8 TRAIL sens = viability loss with TRAIL in NB7+C8 cells, primary screen, TRAIL sensitizer project, cell-based, ATPlite luminescence; actives 1% (n = 360,000); inhibition (viability loss, TRAIL sensitization), % at 10 µM;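 active = compounds causing at least 50% loss of cell viability in the single-dose screen, relative to plate controls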
HIF-2a inh = HIF-2a reporter inhibitors, primary screen, luminescence, 786-0 RCC cells | 786-0 RCC cells HIF-2a reporter, luciferase luminescence, overnight | inhibition, % at 18.8 µM | actives 0.72% (n = 360,000) | AID 624352, 2012;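 active = inhibition of the luminescence signal of 40% or more relative to plate controls, in a single-dose primary screen at 18.75 µM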
TRPM1 prom inh = inhibitors of MITF-dependent TRPM1 promoter reporter, primary screen, cell-based, SK-MEL-5, single point, luciferase; SK-MEL-5 TRPM1 promoter luciferase, 24 h; inhibition, % at 12.5 µM; AID 488899, 2010; actives 0.83% (n = 330,000);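 active = mean inhibition across replicates of 60% or more, whatever share of single replicates reaches that level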; note: values of inactives mirror those of a sister screen read the other way
Shn3 inh set2 = reduction of Shn3 3'UTR firefly luciferase signal, primary screen, Schnurri-3 inhibitor project, cell-based, Clone20 osteoblasts, set 2; actives 0.52% (n = 360,000); inhibition, % at 12.5 µM; AID 588674, 2011; Clone20 osteoblast Shn3 3'UTR firefly luciferase, 24 h;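 active = mean inhibition of at least 75% with every replicate also reaching 75%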;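 note: 0% = median of neutral control wells and 100% = pilot-screen positive control compound; some compounds past the cut are filed as inactive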
LMP1 NFkB inh = EBV LMP1-driven NF-kappaB luciferase reporter inhibitors, primary screen, cell-based, luminescence, single point. LMP1-induced NF-kappaB luciferase reporter cells. inhibition, % at 12.5 µM. actives 0.69% (n = 350,000). AID 504558, 2011; in the data active = inhibition above about 41%;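 note: 0% = neutral control wells and 100% = reference inhibitor control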
An asterisk follows results filed as active; x = not tested or not shown. Some of the compounds tested; rates above refer to the full screens.

Every second line gives: HIF-2a inh, CF NFkB block, LMP1 NFkB inh, Shn3 inh set2, KKLEB tox, NR2E3 ag-1, TRPM1 prom inh, iPSC survival up, Peg3 prom inh, C8 TRAIL sens, NR2E3 ag-2
- O=C(NCc1nnnn1-c1ccc(Cl)cc1)c1ccc(Br)o1
    13, -2, 5, -17, -7, 4, -4, 0.1, 10, 13, 10
- Cc1cc(C)cc(NC(=S)Nc2cccc3cnccc23)c1
    -8, 11, 6, 1, -4, -7, 1, 0.2, -16, -7, x
- Cn1c(/C(C#N)=C(\O)COc2ccc3ccccc3c2)nc2ccccc21
    19, 12, 0, 14, -26, -28, 10, 3.1, -5, 5, 3
- O=C(Nc1c(Cl)cc(Cl)cc1C(=O)NCCN1CCOCC1)c1ccc(Cl)cc1Cl
    19, -1, 3, 13, 5, -11, 20, 3.7, 16, -18, 1
- c1ccc(CCNc2ncnc3sccc23)nc1
    -154, 23, 7, 28, -10, 2, -23, 0.3, -93, 22, 0
- CSc1ccc(/C=N/NC(=O)c2sccc2C)cc1
    -138, -5, -58, -51, -3, -139, -26, -3.3, -181, 27, -3
- COc1ccccc1CN(C)C[C@@H]1OCc2cnnn2CCCC(=O)N([C@@H](C)CO)C[C@H]1C
    -2, -11, 1, -20, 8, -4, x, -1.9, -4, -15, x
- CC(C(=O)Nc1ccc2c(c1)OCCO2)n1nnc(-c2ccccc2)n1 (stereo unspecified)
    16, 9, 5, -15, 14, -10, -11, 3.5, 12, 0, 2
- O=C(c1ccc2c(c1)OCO2)C1CCCN(Cc2ccc(OC(F)F)cc2)C1 (stereo unspecified)
    -1, 6, 11, 7, -14, 7, 4, 0.6, 18, 13, -3
- COC(=O)[C@@H](NS(=O)(=O)c1ccc(F)cc1Br)C(C)C
    19, 20, 3, -2, -9, -5, x, 1.8, -2, -2, x
- O=C(c1ccco1)N1CCN(S(=O)(=O)c2ccc(S(=O)(=O)NC3CCCC3)cc2)CC1
    4, -12, 0, -3, 13, 2, 9, 0.4, 8, 27, -1
- O=C(Cn1nnc(-c2ccccc2NC(=O)c2ccccc2)n1)Nc1ccc2c(c1)OCCO2
    -1, 20, 7, -5, -54*, -1, -11, -1.4, -1, -1, 3
- COc1cc(C2NC(=O)NC(C)=C2C(=O)Nc2cccc(C)c2C)cc(OC)c1OC (stereo unspecified)
    23, 4, 2, 3, 6, -6, -12, -1.9, 5, 11, 0
- Cc1cc(C(=O)CSc2nc(N)cc(=O)[nH]2)c(C)n1-c1cccc(F)c1
    -5, -12, 9, 83, 6, 13, -9, 0.9, -29, 27, 0
- Cc1cc(NCCN2CCOCC2)n2nc(C)c(-c3ccccc3)c2n1
    4, 1, -7, 3, -10, -6, -8, 3.0, -1, 9, -1
- C#CCOCCOCCOCCNc1nc(N2CCN(C(=O)[C@H](CCCCN)n3cc(CN)nn3)CC2)nc(N2CCN(C(=O)[C@H](CO)n3cc([C@@H](N)C(C)C)nn3)CC2)n1
    19, -22, 11, -10, 14, -3, 4, -0.6, -3, 9, x
- Cc1ccc(NC(=O)c2cc(S(=O)(=O)N3CCCCC3)ccc2N2CCOCC2)cc1
    3, -10, -11, 6, -5, 8, x, -2.6, 9, 3, x
- O=S(=O)(NCc1ccccc1Cl)c1ccc(-n2cnnn2)cc1
    25, 10, 3, -4, 2, -21, -4, -0.4, 9, -12, 5
- CC(C)CNCC(=O)N1c2ccccc2Sc2ccccc21
    10, 3, -2, -2, -9, -3, 7, -2.1, 15, 2, 3
- O=C(CN(CC1CCCO1)C(=O)CNS(=O)(=O)c1ccc(Cl)cc1)NCC1CCCO1 (stereo unspecified)
    -5, 9, -5, -15, 1, -3, -6, -0.1, 4, -5, 0
- CC1=CC(=C(C#N)C#N)C=C(C)N1CCN1CCN(C(=O)Nc2ccc(Cl)c(Cl)c2)CC1
    13, 8, -4, 13, -5, 24, 6, 3.1, 13, 2, -2
- COc1ccccc1/C=C/C(=O)NCC(=O)N/N=C/c1ccc(C(=O)O)cc1
    3, 3, 3, -11, 3, 14, 1, -0.2, 13, 0, 0
- CC1CCCN(CC(=O)Nc2ccc(S(=O)(=O)NC3CCCCC3)cc2)C1 (stereo unspecified)
    -12, 7, 11, 34, -15, -9, 14, 0.8, 18, 6, 1
- COc1ccccc1N(C)S(=O)(=O)c1ccc(Cl)c(C(=O)N2CCC(C(N)=O)CC2)c1
    17, 3, -5, -30, -8, -5, -9, 0.1, -8, -1, 1
- COc1ccc(C2=NCC(CSc3nccc(=O)[nH]3)S2)cc1 (stereo unspecified)
    -21, 6, 5, -15, 3, -33, -7, -1.4, 4, -1, -3
- Cc1ccccc1OCCCCN1CCCCC1
    9, 1, 1, 28, 8, 1, 7, -0.8, 2, 3, x
- Cn1c(SCc2nc(-c3ccc(Cl)cc3)no2)nnc1-c1ccccc1
    -5, -7, -14, -3, 4, -14, -3, -3.2, -4, -8, 5
- O=C(O)c1cccc(Cn2c(Cl)c(/C=N/Nc3ccccc3)sc2=O)c1
    3, 6, -11, -8, -13, 70, -9, 0.0, 1, -7, -5
- O=C(Nc1ccc(Cl)cc1)C1CCCN1C(=O)NCc1ccccc1 (stereo unspecified)
    15, -2, 7, -5, -2, 8, -12, -0.6, 10, 6, 1
- O=C(N/N=C/c1ccc2c(c1)OCO2)C(=O)Nc1ccccc1Cl
    -39, -68, -4, -24, 11, 5, -15, 0.2, -53, 27, x
- COC(=O)c1cc(-c2ccccc2)n(CCN)c1C
    7, -7, -2, 4, 8, -26, 3, -1.4, 12, -7, 3
- CC(C)NC(=O)NNc1c(Cl)cncc1Cl
    14, 0, -15, -9, -13, -15, 5, 0.7, 12, -5, 0
- CC(C)CC(=O)Nc1ccccc1N1CCN(c2ccc(F)cc2)CC1
    12, 10, 8, 11, -4, 0, -2, -0.5, 8, 0, -5
- COc1cc(NC(=O)COC(=O)CNC(=O)c2ccc(C)s2)cc(OC)c1
    1, -17, -2, 10, 4, -21, 2, -0.4, 17, 19, -1
- O=C(O)C1CC(c2ccccc2)=Nc2ccccc2S1 (stereo unspecified)
    -265, 11, -12, -70, 2, -86, -45, -0.8, -160, 10, 0
- COc1ccc(CCNC(=O)C2CCN(S(=O)(=O)N3CCC(C)CC3)CC2)cc1OC
    14, -11, -1, 5, -1, 15, -9, 0.4, 11, -7, 0
- O=C1C2C3C=CC(C3)C2C(=O)N1CCCCCCN1C(=O)C2C3C=CC(C3)C2C1=O (stereo unspecified)
    9, 2, 0, 17, -13, 9, 0, -0.6, 1, 10, -1
- CCCCn1c(N)c(N(CC)C(=O)c2cc(C)cc(C)c2)c(=O)[nH]c1=O
    12, -3, 1, 6, 7, -13, 5, 0.1, 15, 14, -2
- Cc1ccccc1OCCCC(=O)NC1CCCCC1
    -90, 8, 3, -19, 2, -35, -14, -0.4, -90, 14, 0
- COc1ccc(/C=C2/SC(=S)N(NS(=O)(=O)c3ccccc3)C2=O)cc1
    5, 28, 2, -32, -4, -24, 7, 0.5, 30, 3, 6
- CC1C(=O)N2CCCc3cc(S(=O)(=O)NCc4ccc(F)cc4)cc1c32 (stereo unspecified)
    9, -14, 6, -10, 15, -12, 0, -0.1, 17, 20, -2
- N#C/C(=C\c1cccs1)C(=O)N1CCOCC1
    3, -8, 4, 9, 8, -8, 1, -0.6, -6, -2, -2
- c1ccc(C[C@H]2CN=C(Nc3ccccc3)N2CC2CCC2)cc1
    1, -11, -1, 20, -4, 3, -13, -1.5, -14, -19, 0
- CC(=O)N/C(=C\c1ccccc1)C(=O)OCC(=O)Nc1cc(S(=O)(=O)N(C)C)ccc1C
    9, -6, 4, -7, 8, -9, 1, -0.5, -4, -10, 2
- Cc1ccc(NC(=O)CCNC(=O)c2ccc([N+](=O)[O-])cc2)cc1S(=O)(=O)N(C)C
    16, 17, 5, 4, -4, 11, 6, -0.5, 1, 0, 4
- Cc1ccc(S(=O)(=O)N2CCCCC2)cc1NC(=O)COc1ccccc1F
    15, -2, 8, 3, 5, -1, -10, -0.4, 7, -2, 1
- O=C1c2ccccc2/C(=C\C#Cc2ccccn2)N1c1ccccc1
    -228, 27, -24, -56, -27, 21, -91, 1.0, -360, 74*, x
- CCOC(=O)c1ccccc1NC(=O)Cn1cnc2c(nnn2-c2ccc(C)cc2)c1=O
    11, -5, -6, 11, 9, -1, x, -1.6, -3, -2, -2
- CC(C)OC(=O)CSc1nnc(Cc2ccccc2)n1CC1CCCO1 (stereo unspecified)
    4, -2, 7, 5, -3, -6, 11, 3.0, 2, -20, 3
- OCCC1CN(Cc2cnc(N3CCOCC3)s2)CCN1C1CCCC1 (stereo unspecified)
    13, 8, -3, 1, -5, -14, -6, -0.7, -6, 6, 0
- CCOC(=O)Cc1csc(NC(=O)CSc2nncn2C)n1
    0, -4, -3, -4, 6, -23, 0, 1.5, -43, 3, 1
- CS(=O)(=O)c1ccccc1C(=O)Nc1cc2c(cc1C(=O)O)OCCCO2
    -13, -28, -2, -4, -4, 13, 11, -0.4, -16, -15, 1
- COc1ccccc1C(=O)Nc1nnc(-c2ccc(F)cc2)o1
    -103, -31, -16, 1, -1, 0, x, 0.6, -55, 5, 0
- Cc1ccc2cc(C#N)c(SCC(=O)NCc3ccco3)nc2c1
    -81, -13, -7, -19, -11, -12, -1, 1.1, -51, 7, 7
- CCCCn1c(N)c(N(CCOC)C(=O)CCS(=O)(=O)c2ccc(C)cc2)c(=O)[nH]c1=O
    -5, -2, 0, 0, -5, 2, x, -1.8, -12, -8, x
- CCOc1ccc(C2=Nn3c(nnc3-c3ccco3)SC2)cc1
    -9, -3, 7, -5, -68*, -11, -4, -0.9, 25, 13, 1
- COc1cc(S(=O)(=O)Nc2ccccc2N2CCCCC2)ccc1NC(C)=O
    17, 8, 25, -14, -7, -13, 4, -3.5, 27, -6, -4
- O=C(COc1ccc(Cl)cc1Br)OCC(=O)c1ccc[nH]1
    15, -28, 2, 0, 14, -22, 10, 0.9, -17, -6, x
- CCN1CCN(C(C(=O)NC2CCCCC2)c2ccnc3ccccc23)CC1 (stereo unspecified)
    8, -5, x, -7, 0, -10, x, 3.1, 16, -6, x
- CC(C)(C)OC(=O)N1CCC(NC(=O)c2[nH]cnc2C(=O)Nc2ccccc2)CC1
    19, 11, -1, -9, -8, 0, -2, 0.6, 52*, -2, 1
- COCCn1c(=NC(=O)c2cc(Cl)sc2Cl)sc2cc(S(N)(=O)=O)ccc21
    19, 4, -4, 12, -13, -14, 3, -0.2, -50, 22, 3
